Compound activity (PubChem)
DRD3 agonist: activates the human D3 dopamine receptor; P35462; D3R DiscoveRx beta-arrestin cells, luminescence, 90 min; max activation, %; 410,000 tested, 0.58% active; in the data active means max activation above about 30%; further: 0% is about no effect; mostly tested at two doses, the higher about 12 µM
Target sequence (P35462 whole entry, looked up): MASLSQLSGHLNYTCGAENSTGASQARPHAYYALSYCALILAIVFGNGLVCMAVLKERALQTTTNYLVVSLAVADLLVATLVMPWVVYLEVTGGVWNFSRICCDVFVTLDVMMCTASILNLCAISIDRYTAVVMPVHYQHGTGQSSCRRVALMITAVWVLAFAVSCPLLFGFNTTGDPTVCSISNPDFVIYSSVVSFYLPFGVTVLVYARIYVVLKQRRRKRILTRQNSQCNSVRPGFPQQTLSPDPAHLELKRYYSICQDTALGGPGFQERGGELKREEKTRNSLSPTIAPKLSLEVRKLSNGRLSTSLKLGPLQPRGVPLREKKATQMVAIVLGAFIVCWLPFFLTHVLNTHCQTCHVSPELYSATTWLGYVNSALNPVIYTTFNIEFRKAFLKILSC
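Agonist mode: compounds and dopamine controls were applied to plated cells for 90 min at 37 degrees C after an overnight attachment at 1500 cells/well. Luminescent read-out followed 30 - 60 minutes at room temperature with DiscoveRx detection reagent.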
aSyn rescue: inhibitors of alpha-synuclein toxicity in yeast; Yeast expressing alpha-synuclein, growth rescue, BacTiter-Glo, 24 h; 370,000 tested, 0.14% active; Potency, µM (top dose mostly 46.1 µM), for the others: top-dose growth rescue (activation), most hits filed as activators; further: potency means the concentration at half of the fitted maximal effect; % of control where 0% means no effect; nearly all actives have a fitted effect of over 65% in size
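Readout is rescue of growth in alpha-synuclein-expressing yeast, so inhibitors of toxicity appear as activators. Growth after 24 hr at 30 deg C in galactose medium is quantified by luminescence.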
EPAC2 antagonist: blocks human EPAC2 exchange factor | 360,000 tested, 0.18% active | Q8WZA2 | EPAC2 GEF exchange of Rap1B-BODIPY-GDP, fluorescence | Potency, µM (doses to about 114 µM), for the others: at the top dose activity, negative = inhibition, usual class: inhibitors; further: potency means the concentration at half of the fitted maximal effect; on the % scale 0 is the no-effect control and ±100 the full control effect; nearly all actives have a fitted effect of over 45% in size; many of its hits are not listed in these tables
Abeta rescue: A-beta toxicity reversal in yeast | Potency, µM (titrated, usually from 46.1 µM), for the others: top-dose growth rescue, hits mostly activators | AID 1347071 | 410,000 tested, 0.063% active | yeast expressing A-beta42, growth rescue, OD600, 48 h; response scale: 0% DMSO, 100% iron-clioquinol control; further: potency means the concentration at half of the fitted maximal effect; nearly all actives have a fitted effect of over 55% in size
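Yeast A-beta toxicity model in growth medium with pinned compounds, 48 h at 30 C; growth read as absorbance at 600 nm. Normalized to FeCl3/clioquinol equimolar mix (positive) and DMSO (negative).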
DRD3 antagonist: antagonists of human D3 dopamine receptor; max response, negative = inhibition, %; D3R cells, DiscoveRx beta-arrestin luminescence, antagonist mode; hits give low values; P35462; 360,000 tested, 2.5% active; in the data active means max response below about -50%; inconclusive means no clear call, values can overlap the other calls; further: on the % scale 0 is the no-effect control and ±100 the full control effect; mostly tested at two doses, the higher about 12 µM
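Cells plated overnight at 1500 cells/well, then exposed to library compounds with dopamine controls for 90 minutes at 37 degrees C. DiscoveRx reagent added for 30–60 minutes at room temperature; luminescence read, quantitative HTS format.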
FUS suppressor: rescues growth of FUS-expressing yeast | S. cerevisiae FUS-expressing, growth rescue, OD600, 24 h | Potency, µM (titrated, usually from 76.6 µM), for inactives: at the top dose growth rescue (activation), most hits filed as activators | 390,000 tested, 0.24% active;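 further: potency means the concentration at half of the fitted maximal effect; plate controls were DMSO vehicle for no effect and reference control for full effect; nearly all actives have a fitted effect of over 55% in size; some results filed as inactive show a strong effect at the top dose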
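Steps: raffinose overnight preculture; dilution to OD 0.005 in 2% galactose minimal medium; compound addition (concentration series); 24hr at 30C, 99% humidity; absorbance read at 600 nm.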
EPAC2 agonist: agonists of human EPAC2 (RAPGEF4); AID 720711; Potency, µM (series often up to 154 µM), for the others: at the highest dose activation, most hits filed as activators; Q8WZA2; 360,000 tested, 0.079% active; EPAC2 activation, biochemical qHTS; response scale: 100% = 6.5 mM cAMP response; further: potency means the concentration at half of the fitted maximal effect; nearly all actives have a fitted effect of over 50% in size
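In this primary screen, activation is scored as increased exchange of BODIPY-GDP from Rap1B by 100 nM EPAC2, with 50 uM GDP as competitor. Signal is normalized to the 6.5 mM cAMP agonist control.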
TDP-43 yeast inh: inhibitors of TDP-43 toxicity in yeast. TDP-43 expressing yeast growth rescue, BacTiter-Glo, 24 h. Potency, µM (highest dose often 46.1 µM), without a hit: at the highest dose growth rescue (activation), hits mostly activators. 410,000 tested, 1.8% active. AID 652104; further: potency means the concentration at half of the fitted maximal effect; % of control where 0% means no effect; nearly all actives have a fitted effect of over 50% in size
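Luminescence from BacTiter-Glo reports growth of TDP-43-expressing yeast after 24 hr at 30 deg C with compound. Cells were raffinose-pregrown to mid-log, then seeded in galactose medium at OD600=0.02.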
* marks the source's active call; other numbers are inactive results; ? = inconclusive; . = not tested or not shown; & = joins results of further samples; [ ] = remark or other dose. Unless noted, the call rests on the fitted dose curve; in most records, active means well fitted curve in the direction sought with a large enough effect; inconclusive means small, poorly fitted or top-dose-only effect, or another doubt; inactive means no such curve, though single readings can be large; an effect the other way counts as inactive or inconclusive. An excerpt, so the mix of outcomes need not match the whole.

cpd	canonical_smiles	DRD3 agonist	aSyn rescue	EPAC2 antagonist	Abeta rescue	DRD3 antagonist	FUS suppressor	EPAC2 agonist	TDP-43 yeast inh
1	COc1ccc(C(=O)NCc2nnc(SCC(=O)NC3=NCCS3)n2C)cc1	-8	0%	2%	-12%	4	5%	18%	-7%
2	CCCc1nnc(SCC(=O)Nc2ccc3c(c2)OCCO3)n1CCOC	2	-4%	-6%	-15%	-11	15%	12%	6%
3	Cc1ccc(S(=O)(=O)N(C)c2cc(S(=O)(=O)Nc3ccncc3)c(C)cc2C)cc1	3	-3%	-2%	24%	31	.	10%	18%
4	CC(=O)N1CCc2c(sc(NC(=O)CCS(=O)(=O)c3ccc(C)cc3)c2C(N)=O)C1	12	1%	18%	2%	6	-6%	2%	-7%
5	O=C(Cc1csc2ccccc12)NCC1CC1	-6	0%	12%	11%	-8	-23%	4%	?
6	COc1ccc(S(=O)(=O)Nc2ccc3oc4c(c3c2)C(=O)CC(C)(C)C4)cc1	-3	-8%	.	-19%	.	-8%	.	1%
7	CNC(=O)C1CCC(Cn2c(=O)c3sccc3n(CC(=O)N3CCCC3)c2=O)CC1 (stereo unspecified)	5	.	.	-10%	.	24%	.	16%
8	COc1ccc(OC)c(NC(=O)C2=C(C)Nc3ncnn3C2c2cccs2)c1 (stereo unspecified)	-7	-2%	3%[57.1 µM]	4%	20	3%	-8%	0%
9	COc1ccc(C)cc1NC(=O)C(OC(=O)CNC(=O)c1cc(C)cc(C)c1)c1ccccc1 (stereo unspecified)	-19	0%	-16%	-4%	-10	-15%	8%	1%
10	Cc1ccc(C)c(OCCOCCN2CCOCC2)c1	-18	1%	-2%	9%	-56*	-15%	7%	-12%
11	COc1cc(NC(=O)c2ccc(-c3cccc(F)c3)o2)ccc1NC(=O)c1ccccc1Cl	-10	-14%	-15%	1%	51	?	17%	23%
12	CC(=O)Nc1sc(C)c(C)c1C(=O)OCC(=O)N(Cc1ccccc1)C(C)C	-14	-5%[1.84 µM]	6%	-4%	3	8%	-5%	-14%
13	Cc1ccc(C)c2nc(Cl)c(C#N)cc12	6	4%	6%	2%	0	4%	16%	21%
14	COc1cc2nc(NCCc3ccc(Cl)cc3)n3nc(-c4ccccc4)nc3c2cc1OC	-8	.	.	-22%	.	2%	.	-5%
15	Cc1cccc(C)c1OCC(=O)Nc1ccccc1C(=O)N1CCOCC1	-4	0%	-16%	23%	-9	-1%	4%	0%
16	CCCC1=C(C(=O)OCC)C(c2cccs2)n2ncnc2N1 (stereo unspecified)	-7	-13%	?	18%	33	-2%	6%	14%
17	Cc1cccc(N=C2N=C(N)c3ccccc32)c1	0	0%	1%	8%	-1	4%	9%	25%
18	O=C(O)CC(Cc1ccccc1)C(=O)NCC12CC3CC(CC(C3)C1)C2 (stereo unspecified)	10	-3%	-10%	18%	7	9%	8%	-19%
19	COC(=O)N1CCN(c2ccc(C(C)=O)cc2)CC1	11	-1%	18%	-22%	18	19%	-1%	-27%
20	O=C(O)C1CN(C(=O)c2ccccc2)c2cc(Cl)ccc2O1 (stereo unspecified)	4	5%	2%	-11%	0	-2%	4%	-8%

The list goes on, overlapping the part above by 2 compounds.
cpd	canonical_smiles	DRD3 agonist	aSyn rescue	EPAC2 antagonist	Abeta rescue	DRD3 antagonist	FUS suppressor	EPAC2 agonist	TDP-43 yeast inh
19	COC(=O)N1CCN(c2ccc(C(C)=O)cc2)CC1	11	-1%	18%	-22%	18	19%	-1%	-27%
20	O=C(O)C1CN(C(=O)c2ccccc2)c2cc(Cl)ccc2O1 (stereo unspecified)	4	5%	2%	-11%	0	-2%	4%	-8%
21	COc1ccc(-c2cc([C@H]3[C@H]4C=CC[C@@H](C)[C@@H]4C(=O)N3Cc3ccccc3)ccc2F)cc1OC	-30	-1%	-12%	12%	-13	?	7%	-4%
22	CCCCN(CC)Cc1ccc(CNC(=O)Nc2ccc(OC)cc2OC)o1	-9	1%	-2%	5%	0	0%	0%	-10%
23	CCOC(=O)c1c(-c2ccc(C)cc2)csc1NC(=O)c1cc(-c2ccc(OC)cc2)on1	-10	.	.	-21%	.	6%	.	-15%
24	CCOc1ccccc1CN1CCc2nc(Nc3ccccc3)ncc2C1	-18	.	.	2%	.	-11%	.	5%
25	CC(C)C[C@H]1CN([C@@H](Cc2ccccc2)CN2CCC[C@@H]2CN2C(=O)C(=O)NC[C@@H]2Cc2ccccc2)C(=O)C(=O)N1CCc1ccccc1	-15	-1%	6%	-6%	-65*	35%	-1%	24%
26	CCOC(=O)c1cc2c(ccc3nc(C)c(C)c32)[nH]c1C	5	-2%	2%	-20%	13	11%	-9%	-7%
27	O=S(=O)(N1CCCCCC1)N1CCN(S(=O)(=O)N2CCCCC2)CC1	8	-22%	11%	-3%	1	22%	2%	-16%
28	O=c1cc(-c2ccccc2)nc2c(Cl)cc(Cl)cn12	3	-5%	1%	-7%	-5	-6%	4%	19%
29	Cc1ccc(/C=C2\C(=O)NC(=O)N2C)o1	13	8%	14%	9%	6	-12%	4%	16%
30	O=C(COC(=O)C1CC1)c1c[nH]c2ccccc12	3	1%	7%	26%	-16	-2%	5%	-22%
31	CCOC(=O)COc1ccc2c(c1)c(C(C)=O)c(C)n2-c1ccc(OC)cc1	-3	0%	?	-3%	9	38%	-10%	-2%
32	CCCCOc1ccc(Cn2c(=O)oc3ccc(C)cc32)cc1OC	-4	.	.	2%	.	12%	.	-17%
33	CC(C)(C)OC(=O)N1CCCC(C(=O)Nc2cccc(C(=O)NCCCc3ccccc3)c2)C1 (stereo unspecified)	3	1%	2%	-8%	58	45%	2%	10%
34	CN(C)c1nc(OCCNC(=O)Nc2ccccc2)nc(N2CCOCC2)n1	0	3%	-14%	-2%	15	-11%	-5%	-9%
35	O=c1c2cc(Br)ccc2nc(-c2ccccc2)n1O	-3	12%	-19%	-62%[inhibitor]	-1	-19%	3%	-17%
36	COc1ccc(NC(=O)N(C)C[C@H]2Oc3ncc(C#C[C@@H](C)O)cc3C(=O)N([C@H](C)CO)C[C@H]2C)cc1	-8	-9%	19%	-15%	-26	-28%	6%	-11%
37	CN1CCC(OC(=O)COc2ccccc2)CC1	-3	6%	1%	6%	-15	16%	5%	12%
38	CCc1ccc(NC(=O)CSc2nc(N)c(NC(=O)c3ccc(F)c(F)c3)c(=O)[nH]2)cc1	1	-7%	0%	8%	-3	-8%	2%	23%
39	Cc1c(C(=O)NCCNc2ncc(C(F)(F)F)cc2Cl)cccc1[N+](=O)[O-]	3	7%	-7%	3%	3	-2%	-10%	19%
40	COc1ccc(C(=O)N(Cc2sccc2C)C2CCS(=O)(=O)C2)cc1 (stereo unspecified)	5&10	0%	11%	-1%&19%	11	-2%&-11%	-4%	2%&29%

An excerpt from above in order of length of the SMILES, ascending:
cpd	canonical_smiles	DRD3 agonist	aSyn rescue	EPAC2 antagonist	Abeta rescue	DRD3 antagonist	FUS suppressor	EPAC2 agonist	TDP-43 yeast inh
35	O=c1c2cc(Br)ccc2nc(-c2ccccc2)n1O	-3	12%	-19%	-62%[inhibitor]	-1	-19%	3%	-17%
34	CN(C)c1nc(OCCNC(=O)Nc2ccccc2)nc(N2CCOCC2)n1	0	3%	-14%	-2%	15	-11%	-5%	-9%
40	COc1ccc(C(=O)N(Cc2sccc2C)C2CCS(=O)(=O)C2)cc1 (stereo unspecified)	5&10	0%	11%	-1%&19%	11	-2%&-11%	-4%	2%&29%
27	O=S(=O)(N1CCCCCC1)N1CCN(S(=O)(=O)N2CCCCC2)CC1	8	-22%	11%	-3%	1	22%	2%	-16%
36	COc1ccc(NC(=O)N(C)C[C@H]2Oc3ncc(C#C[C@@H](C)O)cc3C(=O)N([C@H](C)CO)C[C@H]2C)cc1	-8	-9%	19%	-15%	-26	-28%	6%	-11%

Following part
cpd	canonical_smiles	DRD3 agonist	aSyn rescue	EPAC2 antagonist	Abeta rescue	DRD3 antagonist	FUS suppressor	EPAC2 agonist	TDP-43 yeast inh
41	O=S1(=O)C=C(SCCN2CCCCC2)c2ccccc21	-10	-12%	4%	1%	?	3%	2%	-6%
42	Cc1ccccc1C(=O)Nc1ccnn1C1CCN(Cc2cnn(C(C)C)c2)CC1	-20	-4%	15%	0%	-13	.	4%	-22%
43	O=C(CN1CCOCC1)Nc1ncc(Cc2cccc(Cl)c2)s1	1	9%	-1%[57.1 µM]	-14%	3	1%	17%	-16%
44	CC(C)(C)c1ccccc1NC(=O)c1ccc(-n2cncn2)c([N+](=O)[O-])c1	1	12%	23%	?	-1	36%	6%	-12%
45	CCOc1ccc(N(CC(=O)Nc2ccc(OC)cc2)S(=O)(=O)c2c(C)[nH]c(=O)[nH]c2=O)cc1	5	-2%	7%	0%	-20	28%	8%	-16%[1.82 µM]
46	COC(=O)C1=C(C(=O)OC)C(c2cc(Br)ccc2O)c2sc(=O)[nH]c2S1 (stereo unspecified)	2	7%	-26%	-20%	12	7%	5%	-7%
47	C=CCN(C(=O)COc1ccccc1)c1nnc(-c2ccncc2)s1	12	6%	-4%	12%	21	33%	-3%	21%
48	CCCCC[C@H](C)N1C[C@H](COCc2ccccc2)Oc2cc(N3CC[C@@H](N(C)C)C3)ccc2S1(=O)=O	-3	-34%[inhibitor]	-29%	3%	14	?	-4%	5%

Complete entries as entered above. Values in the order: DRD3 agonist	aSyn rescue	EPAC2 antagonist	Abeta rescue	DRD3 antagonist	FUS suppressor	EPAC2 agonist	TDP-43 yeast inh
Record of CCOc1ccc(N(CC(=O)Nc2ccc(OC)cc2)S(=O)(=O)c2c(C)[nH]c(=O)[nH]c2=O)cc1 : 5	-2%	7%	0%	-20	28%	8%	-16%[1.82 µM]
Record of CC(C)(C)c1ccccc1NC(=O)c1ccc(-n2cncn2)c([N+](=O)[O-])c1 : 1	12%	23%	?	-1	36%	6%	-12%
Record of O=S1(=O)C=C(SCCN2CCCCC2)c2ccccc21 : -10	-12%	4%	1%	?	3%	2%	-6%
Record of O=C(CN1CCOCC1)Nc1ncc(Cc2cccc(Cl)c2)s1 : 1	9%	-1%[57.1 µM]	-14%	3	1%	17%	-16%
